NALP3 yeast inh – NALP3 inhibition in yeast. Yeast reconstituted NLRP3/ASC/caspase-1, beta-gal luminescence, 24 h. inhibition, % at 10 µM. 0.39% of 330,000 active. AID 2825;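 active = inhibition of 50% or more; inactive = inhibition below 50%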;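 note: plate controls were induced DMSO wells for no effect and uninduced yeast grown without galactose for full effect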
SENP1 FRET inh – blocks the human SENP1 SUMO protease catalytic domain; Q9P0U3; inhibition, % at 10 µM; 0.21% of 360,000 active; recombinant SENP1 catalytic domain, CyPet-SUMO1-YPet FRET cleavage;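 active = inhibition at least 30% at 10 µM, raw YFP signal under a set limit, fluorescence ratio 0.5 to 1.5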;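 note: 0% = enzyme with DMSO and 100% = no enzyme wells; some results filed as inactive read as strong as hits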
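Assay system: hSENP1 catalytic domain, recombinant. Amount: SENP1 enzyme, 20 pM final. Schedule: 50 min reaction, RT, dark. Technique: FRET, CFP and YFP emission. Control set: no-enzyme wells low, DMSO-plus-enzyme wells high control.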
SENP8 block-1 – inhibitors of human SENP8 protease. Q96LD8. recombinant SENP8, Nedd8 substrate fluorescence. inhibition, % at 20 µM. AID 602440. 0.64% of 360,000 active; in the data active = inhibition mostly above about 40%, no sharp cut-off; inactive = mostly below about 27%
HKDC1 inhibitor – blocks human hexokinase HKDC1 activity | recombinant HKDC1, G6PDH/diaphorase resazurin coupled fluorescence | inhibition, % at 20 µM | Q2TB90 | AID 493160 | 0.16% of 340,000 active;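 active = inhibition above about 35% when tested at 20 µM, limit read from the data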;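 note: plate controls were DMSO wells with enzyme for no effect and DMSO wells lacking enzyme for full effect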
Target sequence (Q2TB90 whole entry, looked up): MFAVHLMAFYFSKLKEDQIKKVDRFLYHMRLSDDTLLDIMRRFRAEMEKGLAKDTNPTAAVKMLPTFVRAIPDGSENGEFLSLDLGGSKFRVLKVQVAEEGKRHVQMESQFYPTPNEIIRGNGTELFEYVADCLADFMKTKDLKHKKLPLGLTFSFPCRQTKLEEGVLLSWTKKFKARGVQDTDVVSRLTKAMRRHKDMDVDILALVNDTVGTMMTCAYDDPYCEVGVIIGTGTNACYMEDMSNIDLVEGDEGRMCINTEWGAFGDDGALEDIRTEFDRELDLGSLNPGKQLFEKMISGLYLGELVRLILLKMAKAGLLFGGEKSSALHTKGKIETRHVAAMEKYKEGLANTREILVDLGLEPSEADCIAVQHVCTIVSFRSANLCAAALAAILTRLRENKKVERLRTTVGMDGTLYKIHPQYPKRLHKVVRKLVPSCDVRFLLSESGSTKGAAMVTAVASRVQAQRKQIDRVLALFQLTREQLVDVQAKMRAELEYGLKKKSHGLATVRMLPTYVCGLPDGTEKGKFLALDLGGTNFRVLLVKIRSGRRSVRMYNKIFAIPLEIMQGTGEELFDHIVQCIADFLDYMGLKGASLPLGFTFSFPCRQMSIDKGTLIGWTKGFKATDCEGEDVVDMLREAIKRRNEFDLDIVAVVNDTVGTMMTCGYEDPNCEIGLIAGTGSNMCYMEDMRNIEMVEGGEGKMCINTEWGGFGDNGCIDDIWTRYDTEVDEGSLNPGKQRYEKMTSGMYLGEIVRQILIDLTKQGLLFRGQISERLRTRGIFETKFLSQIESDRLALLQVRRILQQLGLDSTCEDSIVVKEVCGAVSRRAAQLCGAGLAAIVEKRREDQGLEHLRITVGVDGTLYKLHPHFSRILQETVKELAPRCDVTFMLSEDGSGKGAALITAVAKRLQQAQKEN
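Test system: HK5 enzyme. Quantity: 5 µg/mL HK5 final. Reagent: glucose and ATP substrates. Schedule: 90 min reaction incubation at room temperature, dark. Technique: resazurin-to-resorufin fluorescence via G6PDH and diaphorase coupling, 525/613 nm. Control set: DMSO wells with and without enzyme mix.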
SENP6 inh – inhibitors of human SENP6 protease | 1.8% of 330,000 active | Recombinant SENP6 catalytic domain, aminoluciferin luminescence | inhibition, % at 10 µM | AID 2599;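 active = inhibition above about 50% at the single tested dose, limit read from the data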;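 note: plate controls were DMSO wells with enzyme for no effect and DMSO wells lacking enzyme for full effect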
Apaf-1 inh – human Apaf-1 inhibition | reconstituted apoptosome caspase-3 activity, DEVD-Rh110 fluorescence | inhibition, % at 20 µM | 0.71% of 330,000 active | AID 489030; active = inhibition of at least 40% at 20 µM;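 note: plate controls were DMSO wells for no effect and DEVD-CHO caspase inhibitor wells for full effect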
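Material: reconstituted apoptosome with Apaf-1, cytochrome c, caspase-9, procaspase-3, dATP / Buffer or medium: pH 7.5 Hepes buffer with CHAPS, BSA, DTT / Also added: cytochrome c with DEVD-Rh110 / Schedule: compound with Apaf-1, dATP, procaspase-3 30 min, then 50 min reaction, room temperature / Technique: rhodamine 110 fluorescence at Ex 480/Em 540 nm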
SENP8 block-2 – SENP8 protease inhibition. 1.2% of 330,000 active. Q96LD8. AID 2540. purified SENP8, Z-RLRGG-aminoluciferin cleavage, luminescence. inhibition, % at 10 µM; in the data active = inhibition above about 50%
PfG6PD inh – PfG6PD (Plasmodium falciparum) enzyme inhibition; inhibition, % at 20 µM; 0.78% of 350,000 active; PfGluPho enzyme, NADPH resazurin-diaphorase fluorescence;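 active = inhibition reaching at least a set limit at 20 µM in the primary screen, cut at about 59% in these data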;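 note: 0% = DMSO wells with substrate and 100% = DMSO wells lacking glucose-6-phosphate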
SENP7 block – SENP7 protease inhibition; Q9BQF6; recombinant SENP7, Z-RLRGG-aminoluciferin luminescence, 40 min; inhibition, % at 5 µM; 1.5% of 330,000 active; AID 434973;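 active = inhibition above about 50% at the single test dose, limit read from the data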;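 note: plate controls were DMSO with enzyme for no effect and no enzyme buffer wells for full effect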
The depositor's hits bear a star; i = inactive; · = not tested or not shown.

#	smiles	NALP3 yeast inh	SENP1 FRET inh	SENP8 block-1	HKDC1 inhibitor	SENP6 inh	Apaf-1 inh	SENP8 block-2	PfG6PD inh	SENP7 block
1	CC(C)OC(=O)/C(=C/c1ccc(Br)cc1)NC(=O)c1ccco1	9	0	16	-6	-3	6	2	-22	7
2	O=C(CN1CCN(c2ccc(O)cc2)CC1)NC1CCCc2ccccc21 (stereo not given)	0	·	·	·	-9	-4	4	·	4
3	Cc1cc(=O)[nH]c2c(C)c(Cl)ccc12	-14	·	·	·	1	4	-1	·	2
4	CCOC(=O)CCNC(=O)N1CCCC(CNS(=O)(=O)Cc2ccccc2)C1 (stereo not given)	12	-2	5	9	0	3	-5	4	8
5	CN(C[C@H](CC1CCCCC1)N(C[C@H](Cc1ccccc1)N(CCc1ccccc1)N=O)N=O)N=O	-10	1	17	-2	10	19	0	16	4
6	CC(Oc1ccc2c(-c3ccccc3)cc(=O)oc2c1)C(=O)NCCCn1ccnc1 (stereo not given)	-1	2	2	-10	-6	-7	2	11	7
7	COc1cc(CC(NC(C)=O)C(=O)NC2CCN(c3nc(C)cc(C)c3C#N)CC2)cc(OC)c1 (stereo not given)	4	-7	i	-2	-5	-1	0	-15	0
8	CC1(C)Cc2c(sc(NC(=O)C(=O)N3CCOCC3)c2C#N)CO1	10	2	2	-4	-2	-7	5	9	-3
9	CSCCC(NC(=O)c1ccc(Cl)cc1Cl)C(=O)NCc1ccccn1 (stereo not given)	-7	-6	-8	-1	0	2	3	-1	8
10	CC(C)(C)OC(=O)N1Cc2ccccc2C[C@H]1C(=O)NCC(=O)Nc1ccc2c(c1)OCCO2	13	0	2	-2	-4	5	2	10	9
11	COc1ccc(C(c2sc3nc(C)nn3c2O)N2CCN(CCO)CC2)cc1OC (stereo not given)	1	0	11	-3	-14	-2	-4	-2	19
12	COc1ccc(CN2CCN(C(=O)CC(C)C)CC2)cc1Br	12	2	8	-6	-17	-5	-11	-9	-12
13	Cc1cc(N/N=C/c2ccc(O)cc2)nc(NS(=O)(=O)c2ccccc2)n1	10	4	-272	-10	-17	-23	1	4	2
14	CC1CCN(Cc2nnnn2CCCC(=O)NC(c2ccccn2)C(F)(F)F)CC1 (stereo not given)	-10	-4	-5	-2	1	-7	4	5	-1
15	C=C(C)Cn1c(NCCOC)nc2c1c(=O)[nH]c(=O)n2C	-5	1	40*	-3	-3	-40	-6	-8	0
16	CCOC(=O)C1CCCN(C(=O)c2cn(-c3ccccc3)nc2-c2cccnc2)C1 (stereo not given)	10	2	-4	1	-4	24	3	-13	3
17	CCOC(=O)N1CCN(c2c(NCCN3CCCCC3CC)c(=O)c2=O)CC1 (stereo not given)	21	-4	17	-7	-3	7	-2	0	-3
18	O=C(CCc1ccccc1)Nc1ncc([N+](=O)[O-])s1	17	-8	21	1	1	6	27	-13	24
19	COc1cc2c(cc1OC)CN(C(=O)CSc1n[nH]c(N)n1)CC2	5	3	-106	3	-1	3	7	-7	2
20	Cc1[nH]n(-c2ccccc2)c(=O)c1C=Nc1cccc(F)c1	23	1	30	4	-5	5	-6	-9	-5
21	CCOc1ccc(S(=O)(=O)N(C)CC(=O)NC2CC2)cc1	13	1	-6	5	2	-1	4	-3	6
22	S=C(NCc1ccco1)NCc1ccccc1Cl	13	-16	-9	1	-7	10	-4	-2	-8
23	COc1cc(NS(=O)(=O)c2ccc(N)cc2)nc(OC)n1	19	1	12	-5	-1	-4	0	-19	-4
24	N#CC(=C(O)COC(=O)c1ccc2c(c1)OCCO2)c1nc2ccccc2[nH]1	·	-52	-61	3	·	·	·	-33	·
25	O=C(/C=C/c1ccc([N+](=O)[O-])cc1)NNC(=O)C1CC1	4	0	9	-3	-11	5	-1	4	-7
26	CCOc1ccc(NC(=O)CN(C)C(=O)c2cc(-c3cccs3)nn2-c2ccccc2)cc1OCC	18	0	-1	3	-6	22	-6	-14	12
27	COc1cccc(CN(CC2CCCO2)C(=O)c2cc3ccccc3oc2=O)c1 (stereo not given)	-1	3	1	-9	-36	7	-8	-2	-3
28	CN(Cc1cccnc1)Cc1c(C(=O)N2CCc3ccccc3C2)nc2ccc(Cl)cn12	6	1	5	-3	8	-10	-2	30	-3
29	CN(C)c1ccc(-c2noc(C3CCN(C(=O)Nc4ccc(Cl)cc4)CC3)n2)cc1	6	5	-29	-4	-13	2	-6	14	-1
30	COc1ccc(NC2CCCN(C(=O)c3csc(C(C)C)n3)C2)cc1OC (stereo not given)	13	-1	9	2	-3	0	-1	23	-7

Arranged by the number under HKDC1 inhibitor (lowest first): some entries from above
cpd	SMILES	HKDC1 inhibitor
17	CCOC(=O)N1CCN(c2c(NCCN3CCCCC3CC)c(=O)c2=O)CC1 (stereo not given)	-7
11	COc1ccc(C(c2sc3nc(C)nn3c2O)N2CCN(CCO)CC2)cc1OC (stereo not given)	-3
24	N#CC(=C(O)COC(=O)c1ccc2c(c1)OCCO2)c1nc2ccccc2[nH]1	3

Continued.
#	smiles	NALP3 yeast inh	SENP1 FRET inh	SENP8 block-1	HKDC1 inhibitor	SENP6 inh	Apaf-1 inh	SENP8 block-2	PfG6PD inh	SENP7 block
31	CC(C)CC(NS(=O)(=O)c1ccc2c(c1)oc(=O)n2C)C(=O)N1CC=C(c2ccccc2)CC1 (stereo not given)	0	-6	4	10	2	9	7	20	-5
32	Cc1cccc(NC(=S)N(C)C2CCCCC2)c1	13	-1	9	-3	2	-3	-1	3	7
33	COc1ccc(NC(=O)CN(C)C(=O)c2n[nH]c3ccccc23)cc1	7	3	11	2	-2	2	-2	-3	-1
34	CC(=O)Oc1cccc(N2C(=O)c3ccc(C(=O)O)cc3C2=O)c1	9	3	2	5	43	0	-11	-27	39
35	CCOc1ccccc1-c1nc(CN2CCCN(C(=O)c3ccco3)CC2)c(C)o1	9	-4	-29	-8	2	0	-6	-20	-2
36	O=C(Nc1ccccc1)c1sc(N2CCOCC2)nc1-c1ccccc1	11	-3	-172	3	0	4	-3	-9	5
37	CCCCCCCCCCCCCC(=O)O	2	1	15	6	25	-2	47	-45	-6
38	O=C(Nc1ccc2c(c1)CCC2)c1c(F)cccc1Cl	2	2	7	-7	25	-4	2	5	9
39	O=C(Cn1cc(C(F)(F)F)ccc1=O)N/N=C/c1ccc(O)cc1	-4	3	20	-5	-16	-7	-3	0	-8
40	O=C(CSc1nnc(COc2ccc(Cl)cc2)o1)N1CCCCC1	17	0	3	1	-6	6	-7	0	-5
41	O=c1[nH]c2ccc(NS(=O)(=O)c3ccc([N+](=O)[O-])cc3)cc2[nH]1	13	-27	30	7	3	1	-5	5	2
42	CC1CCc2nn(CC(=O)NCCCN3CCOCC3)cc2C1 (stereo not given)	-6	1	16	-7	9	-7	3	3	0
43	N#CC1=C(N)SC(N)=C(C#N)C1c1ccnc2ccccc12	6	-18	-306	5	1	3	-9	55	-2
44	COc1cc(C2C(C#N)=C(N)N(c3ccc(F)cc3)C3=C2S(=O)(=O)CC3)ccc1O (stereo not given)	6	-9	-368	14	-11	-1	8	25	-5
45	CCN(CCCNC(=O)C1CCN(S(=O)(=O)c2cccc3nonc23)CC1)Cc1ccccc1	0	9	21	-5	-10	-4	6	9	0
46	COC(=O)C1CCN(c2cc(=O)n(Cc3ccc(F)cc3)c(=O)[nH]2)CC1	21	0	3	-8	6	-8	-5	-4	4
47	Cc1cccc(Nc2nc(-c3c(C)nc4ccccn34)cs2)c1	29	3	-167	-16	14	25	-2	45	3
48	COc1ccc(CCN=C(N)NS(=O)(=O)c2ccc(F)cc2)cc1OC	21	1	-3	-5	1	-1	6	-4	-1
49	CCN(c1ccccc1)S(=O)(=O)c1ccc(NC(=O)c2nc(S(C)(=O)=O)ncc2Cl)cc1	-2	2	-34	13	-7	21	3	48	-2
50	Clc1ccccc1OCCCCN1CCCCC1	24	-1	6	-8	1	-2	-6	-11	7

11 entries from above, sorted by length of the SMILES, descending:
#	smiles	NALP3 yeast inh	SENP1 FRET inh	SENP8 block-1	HKDC1 inhibitor	SENP6 inh	Apaf-1 inh	SENP8 block-2	PfG6PD inh	SENP7 block
31	CC(C)CC(NS(=O)(=O)c1ccc2c(c1)oc(=O)n2C)C(=O)N1CC=C(c2ccccc2)CC1 (stereo not given)	0	-6	4	10	2	9	7	20	-5
49	CCN(c1ccccc1)S(=O)(=O)c1ccc(NC(=O)c2nc(S(C)(=O)=O)ncc2Cl)cc1	-2	2	-34	13	-7	21	3	48	-2
44	COc1cc(C2C(C#N)=C(N)N(c3ccc(F)cc3)C3=C2S(=O)(=O)CC3)ccc1O (stereo not given)	6	-9	-368	14	-11	-1	8	25	-5
45	CCN(CCCNC(=O)C1CCN(S(=O)(=O)c2cccc3nonc23)CC1)Cc1ccccc1	0	9	21	-5	-10	-4	6	9	0
35	CCOc1ccccc1-c1nc(CN2CCCN(C(=O)c3ccco3)CC2)c(C)o1	9	-4	-29	-8	2	0	-6	-20	-2
33	COc1ccc(NC(=O)CN(C)C(=O)c2n[nH]c3ccccc23)cc1	7	3	11	2	-2	2	-2	-3	-1
48	COc1ccc(CCN=C(N)NS(=O)(=O)c2ccc(F)cc2)cc1OC	21	1	-3	-5	1	-1	6	-4	-1
47	Cc1cccc(Nc2nc(-c3c(C)nc4ccccn34)cs2)c1	29	3	-167	-16	14	25	-2	45	3
38	O=C(Nc1ccc2c(c1)CCC2)c1c(F)cccc1Cl	2	2	7	-7	25	-4	2	5	9
32	Cc1cccc(NC(=S)N(C)C2CCCCC2)c1	13	-1	9	-3	2	-3	-1	3	7
50	Clc1ccccc1OCCCCN1CCCCC1	24	-1	6	-8	1	-2	-6	-11	7

Assay outcomes from PubChem.
